FLuc modulator: counter-screen for miR-21 project: firefly luciferase inhibitors or activators; P08659; purified FLuc, Km substrates, luminescence inhibition; 360,000 tested, 6.9% active; Potency, µM (top dose mostly 57.5 µM), inactives show at the highest dose activity change, negative = inhibition, usual class: inhibitors; AID 588342;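 also: plate controls were vehicle for no effect and reference inhibitor for full effect; nearly all actives have a fitted effect of over 55% in size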
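Biochemical qHTS of compounds, final roughly 60 µM downward over six points, against 10 nM purified firefly luciferase using Km concentrations of substrates (10 uM D-luciferin, 10 uM ATP) in Tris acetate pH 7.5 buffer; luminescence output.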
Rab9 prom act: Rab9 promoter activation; Huh7 Rab9 promoter-luciferase reporter, luminescence, 24 h; Potency, µM (series often up to 9.22 µM), without a hit: at the top dose activation, negative = inhibition, most hits filed as activators; 320,000 tested, 2.8% active; AID 485297; also: % of control where 0% means no effect; nearly all actives have a fitted effect of over 60% in size
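Huh7 cells stably carrying a Rab9 promoter-luciferase reporter, 1500 cells per well in OP-MEM I with 10% FBS, treated with compound 24 hours at 37C. Luciferase activity read by luminescence after 10 minutes with Amplite reagent.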
ELG1 genotox: induces genotoxicity in HEK293T cells with luciferase-tagged ELG1 | AID 504466 | Potency, µM (highest dose often 46 µM), for the others: at the highest dose activity change, positive = activation, most hits filed as activators | HEK293T ELG1-luciferase reporter, luminescence, 16 h | 330,000 tested, 1.3% active; also: % of control where 0% means no effect; nearly all actives have a fitted effect of over 60% in size
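After overnight (16 hr) compound treatment at 37 °C, ELG1-luciferase HEK293T cells were lysed with ONE-Glo; luminescence quantified 30 min later at room temperature.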
p53 reactivator: re-activators of mutant p53; H1299 p53-A138V BP100-luciferase reporter, luminescence, 24 h; Potency, µM (titrated, usually from 92.2 µM), inactives show at the top dose activity change, positive = activation, hits mostly activators; 320,000 tested, 0.063% active; also: % of control where 0% means no effect; nearly all actives have a fitted effect of over 45% in size
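p53-null H1299 cells stably carrying temperature-sensitive p53-A138V and a BP100-luciferase reporter were pinned with compounds (4-point, 1:5 series) and held 24 hrs at 37 deg C. Luminescence was read 10 min after detection reagent.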
RORg inh: inhibitors of mouse ROR gamma transcriptional activity | 310,000 tested, 5.4% active | AID 2551 | Drosophila S2 Gal4-RORgamma UAS-luciferase reporter, 20 h | Potency, µM (highest dose often 53.6 µM), for the others: at the highest dose activity change, negative = inhibition, hits mostly inhibitors; also: % is scaled to controls: 0 for no effect and ±100 for the full control effect; nearly all actives have a fitted effect of over 60% in size
Target sequence (P51450 whole entry, looked up, the tested form may be a part): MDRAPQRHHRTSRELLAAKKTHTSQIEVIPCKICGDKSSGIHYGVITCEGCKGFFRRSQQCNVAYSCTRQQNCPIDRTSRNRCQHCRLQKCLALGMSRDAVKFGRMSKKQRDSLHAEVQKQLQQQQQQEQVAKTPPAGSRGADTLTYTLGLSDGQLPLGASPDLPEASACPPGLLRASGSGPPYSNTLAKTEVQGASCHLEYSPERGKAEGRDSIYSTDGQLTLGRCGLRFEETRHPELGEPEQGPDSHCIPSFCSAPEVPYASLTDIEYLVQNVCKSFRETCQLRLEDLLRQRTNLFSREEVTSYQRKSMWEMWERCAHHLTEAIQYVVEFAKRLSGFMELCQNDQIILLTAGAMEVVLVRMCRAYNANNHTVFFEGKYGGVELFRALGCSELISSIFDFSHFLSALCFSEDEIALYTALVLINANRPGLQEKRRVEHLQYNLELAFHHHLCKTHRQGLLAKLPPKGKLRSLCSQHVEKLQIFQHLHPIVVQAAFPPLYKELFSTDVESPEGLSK
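Drosophila Schneider cells stably carrying a metallothionein-driven Gal4 DBD–ROR gamma fusion and a UAS-Photinus luciferase reporter were exposed to compound for 1 hr, then induced with copper sulfate (700 uM final) for 20 hr at ambient temperature before luminescence reading.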
NPC1 promoter act: activators of NPC1 promoter; Huh7 NPC1 promoter luciferase reporter, 24 h; Potency, µM (doses to about 9.22 µM), without a hit: top-dose activation, actives largely listed as activators; 320,000 tested, 2.4% active;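 also: % of control where 0% means no effect; nearly all actives have a fitted effect of over 60% in size; reporter is driven by a mutant NPC1 promoter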
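Luminescence from an NPC1 promoter-driven luciferase reporter in stably transfected Huh7 cells was measured after 24 h compound treatment at 37 °C, followed by 10 min ambient incubation with luciferase detection reagent.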
MBNL1 CUG block: blocks human MBNL1 binding to CUG repeat RNA; 280,000 tested, 0.036% active; Q9NR56; TR-FRET MBNL1-His/biotin-(CUG)12 binding, 665/545 ratio; Potency, µM (doses to about 57.5 µM), without a hit: at the top dose activity change, negative = inhibition, actives largely listed as inhibitors; active = well fitted inhibition curve with a large enough effect in the signal ratio, with a control signal flat, not every such curve was filed as active; inconclusive = small, poorly fitted or top-dose-only effect, or effect the other way, or a change in a side signal; inactive = no such curve, though single readings can be large or run the other way; the % refers to the signal ratio; also: % is scaled to controls: 0 for no effect and ±100 for the full control effect
Target sequence (Q9NR56 whole entry, looked up): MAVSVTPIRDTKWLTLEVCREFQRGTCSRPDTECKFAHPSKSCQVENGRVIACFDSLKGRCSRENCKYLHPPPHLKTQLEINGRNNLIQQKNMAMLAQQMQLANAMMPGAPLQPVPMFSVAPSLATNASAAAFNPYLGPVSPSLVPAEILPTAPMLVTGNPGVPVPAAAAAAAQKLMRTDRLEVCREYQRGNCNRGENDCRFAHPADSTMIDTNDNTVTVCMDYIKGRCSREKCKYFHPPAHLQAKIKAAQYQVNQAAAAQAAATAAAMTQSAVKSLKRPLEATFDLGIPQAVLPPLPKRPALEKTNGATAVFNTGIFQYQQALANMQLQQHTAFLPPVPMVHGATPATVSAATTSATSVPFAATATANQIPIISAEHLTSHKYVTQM
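Ratiometric TR-FRET (665 over 545 nm, excitation 340 nm) tracks disruption of MBNL1-His/biotin-(CUG)12 complex after 60 min at room temperature, with compounds at 92 nM to 58 uM final.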
VP16 counter: inhibits Gal4-VP16 luciferase reporter, ROR gamma counter-screen; 310,000 tested, 3.5% active; Potency, µM (top dose mostly 53.6 µM), for inactives: at the top dose activity, negative = inhibition, usual class: inhibitors; Drosophila S2 Gal4-VP16 UAS-luciferase, luminescence, 20 h;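 also: Gal4-VP16 expression switched on by copper sulfate through the metallothionein promoter; % is scaled to controls: 0 for no effect and ±100 for the full control effect; nearly all actives have a fitted effect of over 50% in size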
BRCA1 expr act: increases BRCA1 expression; 380,000 tested, 1.1% active; MCF7-BRCA1-FFLuc reporter, luminescence, 48 h; response scale: scaled: vehicle 0%, 10 µM genistein 100%; Potency, µM (doses to about 46.1 µM), for the others: at the top dose activation, actives largely listed as activators; AID 624202; also: nearly all actives have a fitted effect of over 80% in size; some results filed as inactive show a strong effect at the top dose
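Luminescence from a BRCA1-driven firefly luciferase in MCF7 cells was read after 48 h compound exposure at 37 C. Data normalized against DMSO and a 10microM genistein activation control, then curve-fitted across the titration.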
uPA generation: blocks generation of uPA at the cell surface; cell surface uPA generation assay, qHTS; Potency, µM (top dose mostly 38.3 µM), for inactives: at the top dose activity change, negative = inhibition, usual class: inhibitors; 330,000 tested, 0.31% active; AID 540303; active = well fitted inhibition curve with a large enough effect; inconclusive = small, poorly fitted or top-dose-only effect; inactive = no such curve, though single readings can be large or run the other way; tested in mouse RAW 264.7 cells; also: % is scaled to controls: 0 for no effect and ±100 for the full control effect; nearly all actives have a fitted effect of over 55% in size
Starred values were filed as active, the others as inactive; & = joins results of further samples; [ ] = another dose, or the depositor's remark. Unless noted, calls follow the shape of the dose curve; as a rule, active = well fitted curve in the direction sought with a large enough effect; inconclusive = small, poorly fitted or top-dose-only effect, or another doubt; inactive = no such curve, though single readings can be large; an effect the other way counts as inactive or inconclusive. Potency is read from the fitted curve at half-maximal effect.

`CN1CCN(S(=O)(=O)c2cccc(C(=O)Nc3sccc3C#N)c2)CC1` gave FLuc modulator -1%, Rab9 prom act 13%, ELG1 genotox -3%, p53 reactivator 7%, NPC1 promoter act 6%, BRCA1 expr act 9% and uPA generation 3%.
For COc1cccc(NC(=O)C2C3C=CC4(O3)C2C(=O)N(CCCN2CCCC(C)C2)C4C(=O)NC2CCCCC2C)c1 (stereo not given) the results were FLuc modulator 2%, Rab9 prom act -2%, ELG1 genotox 6%, p53 reactivator -5%, RORg inh -27%, NPC1 promoter act -3%, MBNL1 CUG block 4%, VP16 counter -5%, BRCA1 expr act -9% and uPA generation 4%.
For Cc1ccccc1Nc1nc(-c2sc(NC(=O)c3ccco3)nc2C)cs1 the results were FLuc modulator inconclusive, Rab9 prom act 1%, ELG1 genotox -2%, p53 reactivator 0%, RORg inh inconclusive, NPC1 promoter act 0%, MBNL1 CUG block 12%, VP16 counter -2%, BRCA1 expr act -29% and uPA generation 4%.
Screening Cc1cc(C)nc(NC(=S)Nc2ccccc2)n1 returned FLuc modulator 4%, Rab9 prom act inconclusive, ELG1 genotox 6%, p53 reactivator 1%, RORg inh -2%, NPC1 promoter act 23%, MBNL1 CUG block -4%, VP16 counter 4%, BRCA1 expr act -31% and uPA generation -4%.
COc1ccc(N(C)C(=O)c2oc(=O)c3ccccc3c2-c2ccc(C)cc2)c(OC)c1 was read as FLuc modulator -2%&-3%, Rab9 prom act 13%, ELG1 genotox -7%, p53 reactivator -5%, RORg inh 39%, NPC1 promoter act -2%, MBNL1 CUG block -4%, VP16 counter -6%, BRCA1 expr act 0%&-19% and uPA generation 8%.
`CC(Oc1ccccc1)C(=O)OCC(=O)N1CC(=O)Nc2ccccc21` (stereo not given) gave FLuc modulator -1%, Rab9 prom act -2%, ELG1 genotox 0%, p53 reactivator 5%, RORg inh -18%, NPC1 promoter act -5%, MBNL1 CUG block -4%, VP16 counter -11%, BRCA1 expr act 2% and uPA generation 8%.
Cc1ccc(S(=O)(=O)/N=C(/c2ccccc2)N(C)c2ccc(O)cc2)cc1 was read as FLuc modulator -19%, Rab9 prom act -2%, ELG1 genotox 1%, p53 reactivator 8%, RORg inh 7%, NPC1 promoter act -3%, MBNL1 CUG block 3%, VP16 counter 0%, BRCA1 expr act -8% and uPA generation 13%.
Screening CSc1nncc(/C(C)=N\Nc2ccccc2)n1 returned FLuc modulator -10%, Rab9 prom act 7%, ELG1 genotox 7%, p53 reactivator 2%, RORg inh 20%, NPC1 promoter act -8%, MBNL1 CUG block inconclusive, VP16 counter 4%, BRCA1 expr act -15% and uPA generation -2%.
Screening CC1(C(=O)NCc2cccnc2)CCC(=O)N1Cc1cccs1 (stereo not given) returned FLuc modulator 0%, Rab9 prom act 0%, ELG1 genotox 1%, p53 reactivator 2%, RORg inh -23%, NPC1 promoter act -3%, MBNL1 CUG block -4%, VP16 counter 0%, BRCA1 expr act -5% and uPA generation 2%.
`COc1ccc(/C=C2\SC(=S)N(CCC(=O)Nc3cccc(O)c3)C2=O)cc1OC` gave FLuc modulator inconclusive, Rab9 prom act -2%, ELG1 genotox 10%, p53 reactivator 2%, RORg inh inconclusive, NPC1 promoter act -6%, MBNL1 CUG block -4%, VP16 counter inconclusive, BRCA1 expr act 1% and uPA generation -3%.
For C1=C(c2sc3ccccc3c2-c2ccc(OCCN3CCOCC3)cc2)CCCC1 the results were ELG1 genotox -1%, p53 reactivator 0%, BRCA1 expr act 9% and uPA generation 10%.
O=C(c1ccco1)N1CCN(c2ncccn2)CC1 was read as FLuc modulator -1%, Rab9 prom act 11%, ELG1 genotox 7%, p53 reactivator 16%, RORg inh 14%, NPC1 promoter act -2%, MBNL1 CUG block -7%, VP16 counter 13%, BRCA1 expr act 19% and uPA generation 41%[activator].

Looked up by structure from the list above, two records:
Screening CC1(C(=O)NCc2cccnc2)CCC(=O)N1Cc1cccs1 (stereo not given) returned FLuc modulator 0%, Rab9 prom act 0%, ELG1 genotox 1%, p53 reactivator 2%, RORg inh -23%, NPC1 promoter act -3%, MBNL1 CUG block -4%, VP16 counter 0%, BRCA1 expr act -5% and uPA generation 2%.
`COc1ccc(/C=C2\SC(=S)N(CCC(=O)Nc3cccc(O)c3)C2=O)cc1OC` gave FLuc modulator inconclusive, Rab9 prom act -2%, ELG1 genotox 10%, p53 reactivator 2%, RORg inh inconclusive, NPC1 promoter act -6%, MBNL1 CUG block -4%, VP16 counter inconclusive, BRCA1 expr act 1% and uPA generation -3%.

(next part)
Screening CCCCc1cc(=O)oc2c(C)c(OCC(=O)N3CCC(C(N)=O)CC3)ccc12 returned FLuc modulator 7%, Rab9 prom act -9%, ELG1 genotox 4%, RORg inh -8%, NPC1 promoter act 2%, MBNL1 CUG block 0%, VP16 counter 4%, BRCA1 expr act 23% and uPA generation -14%.
CCc1nnc(NC(=O)CCC(=O)NCC2CCCO2)s1 (stereo not given) was read as FLuc modulator 0%, Rab9 prom act 1%, ELG1 genotox 1%, p53 reactivator 5%, RORg inh -22%, NPC1 promoter act 0%, MBNL1 CUG block -6%, VP16 counter 3%, BRCA1 expr act -17% and uPA generation 2%.
`Cc1ccc(-c2nc3ncccc3n2O)cc1` gave FLuc modulator -14%, Rab9 prom act -5%, ELG1 genotox 4%, p53 reactivator 4%, RORg inh inconclusive, NPC1 promoter act 4%, MBNL1 CUG block 16%, VP16 counter 13%, BRCA1 expr act -5% and uPA generation -12%.
For Cc1noc(NS(=O)(=O)c2ccc(NC(=O)COc3ccc(Cl)cc3Cl)cc2)c1C the results were FLuc modulator inconclusive, Rab9 prom act -2%, ELG1 genotox -1%, p53 reactivator -5%, RORg inh 16%, NPC1 promoter act 3%, MBNL1 CUG block -9%, VP16 counter 2%, BRCA1 expr act 2% and uPA generation 9%.
O=C(CNCc1cccnc1)Nc1cc(C(F)(F)F)ccc1N1CCOCC1 was read as FLuc modulator 1%, Rab9 prom act -1%, ELG1 genotox -3%, p53 reactivator 3%, RORg inh 4%, NPC1 promoter act 0%, MBNL1 CUG block -11%, VP16 counter -11%, BRCA1 expr act -4% and uPA generation 0%.
O=C(Nc1ccc(N2CCOCC2)cc1N1CCOCC1)c1ccc(Cl)cc1 was read as FLuc modulator -2%, Rab9 prom act -1%, ELG1 genotox -11%, p53 reactivator -3%, RORg inh 1%, NPC1 promoter act -1%, MBNL1 CUG block 5%, VP16 counter 4%, BRCA1 expr act -7% and uPA generation 9%.
Screening C=CCOc1ccc(/C=C2/C(=O)ON=C2C)cc1OCC returned FLuc modulator inconclusive, Rab9 prom act -1%, ELG1 genotox 10%, p53 reactivator -3%, RORg inh 17%, NPC1 promoter act 0%, MBNL1 CUG block -4%, VP16 counter -4%, BRCA1 expr act -9% and uPA generation 15%.
Screening O=C(Nc1cccc(S(=O)(=O)N2CCOCC2)c1)c1ccc2c(=O)n3c(nc2c1)CCCCC3 returned FLuc modulator inconclusive, Rab9 prom act -9%, ELG1 genotox -18%, p53 reactivator -3%, RORg inh 16%, NPC1 promoter act -10%, MBNL1 CUG block 3%, VP16 counter -3%, BRCA1 expr act -55% and uPA generation -8%.
For COc1cc(N)c(Cl)cc1C(=O)OCC(=O)N1c2ccccc2NC(=O)C1(C)C the results were ELG1 genotox 0%, p53 reactivator 7%, BRCA1 expr act -25% and uPA generation 7%.
CCOC(=O)c1sc(NC(=O)Nc2ccc(Cl)cc2)cc1C was read as FLuc modulator 6.7µM*, Rab9 prom act 1%, ELG1 genotox inconclusive, p53 reactivator 14%, RORg inh inconclusive, NPC1 promoter act 20%, MBNL1 CUG block 7%, VP16 counter -5%[0.365 µM], BRCA1 expr act -73%[inhibitor] and uPA generation -15%.
Cc1ccc(C(C)C)c(OCC(=O)NNC(=O)C(C(C)C)N2C(=O)c3ccccc3C2=O)c1 (stereo not given) was read as FLuc modulator 0%, Rab9 prom act -4%, ELG1 genotox 0%, p53 reactivator 1%, RORg inh -33%, NPC1 promoter act -4%, VP16 counter inconclusive, BRCA1 expr act -20% and uPA generation 3%.
For CCc1nc(SCC(=O)NCC2CCCO2)c2oc3ccccc3c2n1 (stereo not given) the results were FLuc modulator inconclusive, Rab9 prom act -3%, ELG1 genotox -8%, p53 reactivator -28%, RORg inh -19%, NPC1 promoter act -4%, MBNL1 CUG block -11%, VP16 counter 1%, BRCA1 expr act -20% and uPA generation -15%.
`COc1ccc2oc(=O)c(C(=O)NCc3ccc4c(c3)OCO4)cc2c1` gave FLuc modulator 4%, Rab9 prom act 1%, ELG1 genotox -3%, p53 reactivator 3%, RORg inh inconclusive, NPC1 promoter act -1%, MBNL1 CUG block 13%, VP16 counter -2%, BRCA1 expr act -32% and uPA generation 4%.
Cc1c(C)c2ccc(OCC(=O)Nc3nccs3)cc2oc1=O was read as FLuc modulator 0.95µM*, Rab9 prom act 0.5µM*, ELG1 genotox 1µM*, p53 reactivator inconclusive, RORg inh inconclusive, NPC1 promoter act 0.28µM*, MBNL1 CUG block 16%, VP16 counter -47%, BRCA1 expr act -4% and uPA generation inconclusive.

Screens (PubChem BioAssay)
